Screening data as filed in PubChem BioAssay.
RGS12 GoLoco inh: blocks human Gai1 binding to RGS12 GoLoco peptide, red readout. P63096. Gai1:RGS12 GoLoco peptide FP, rhodamine, 10 min. Potency, µM (doses to about 61.6 µM), for the others: top-dose activity, negative = inhibition, hits mostly inhibitors. 230,000 tested, 0.44% active. AID 880; active = well fitted inhibition curve with a large enough effect, not every such curve was filed as active; inactive = no such curve, though single readings can be large or run the other way; also: % is scaled to controls: 0 for no effect and ±100 for the full control effect; nearly all actives have a fitted effect of over 30% in size; many of its hits are not listed in these tables
Target sequence (P63096 whole entry, looked up): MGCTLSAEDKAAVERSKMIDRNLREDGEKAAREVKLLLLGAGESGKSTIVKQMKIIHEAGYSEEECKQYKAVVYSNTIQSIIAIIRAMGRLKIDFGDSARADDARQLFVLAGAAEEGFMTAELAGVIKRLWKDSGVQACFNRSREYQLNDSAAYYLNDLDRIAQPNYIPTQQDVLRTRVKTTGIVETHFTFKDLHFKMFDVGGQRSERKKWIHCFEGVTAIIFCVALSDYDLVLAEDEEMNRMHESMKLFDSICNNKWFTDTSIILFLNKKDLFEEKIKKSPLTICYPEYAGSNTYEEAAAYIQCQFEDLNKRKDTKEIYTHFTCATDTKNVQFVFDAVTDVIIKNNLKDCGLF
aGlu spleen mod: inhibits or activates alpha-glucosidase in human spleen homogenate | P10253 | human spleen homogenate, 4-MU-alpha-glucoside fluorescence | Potency, µM (titrated, usually from 79.9 µM), without a hit: at the top dose activity change, negative = inhibition, actives largely listed as inhibitors | 240,000 tested, 0.006% active | AID 2112;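 also: 0% = enzyme with vehicle and -100% = no enzyme basal signal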
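AC50 values come from Hill-equation fits of concentration-response data, normalized to no-enzyme and full-activity controls. Enzyme source: 1 ug human spleen homogenate; 1 mM fluorogenic 4-MU glucoside, pH 5.0 citrate buffer, 37 C, 40 min.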
GAA inh: alpha-glucosidase (human) inhibition. P10253. purified human GAA, 4-MU-alpha-glucoside fluorescence. Potency, µM (doses to about 76.9 µM), without a hit: at the top dose activity change, negative = inhibition, hits mostly inhibitors. 200,000 tested, 0.005% active. AID 1466;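 also: plate controls were uninhibited enzyme wells for no effect and no-enzyme background for full effect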
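Enzyme (4 nM final) mixed with compound (up to 77 uM), then 4-MU-alpha-D-pyranoside (400 uM final) added; 20 min at room temperature, pH 5.0. Reaction stopped at pH 10, fluorescence read, AC50 derived by Hill fit.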
HTT cytoprotect: Huntington cell model cytoprotection by ATP luminescence; PC12 HTT-Q103 induced, cytoprotection, ATP luminescence, 40 h; Potency, µM (doses to about 56.4 µM), for the others: cytoprotection (ATP increase), hits mostly activators; 230,000 tested, 0.14% active;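 also: % of control where 0% means no effect; nearly all actives have a fitted effect of over 45% in size; toxic huntingtin expression switched on by the ecdysone agonist tebufenozide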
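PC12 cells with ecdysone-inducible HTT exon 1 Q103-GFP, induced with 100 nM tebufenozide and co-treated with library compounds in a dose series (1536-well, 1500 cells/well). Cytoprotection read as ATP content by ATPlite luminescence.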
HttQ103 aggreg: inhibitors of mutant huntingtin aggregate formation in PC12 cells | PC12 HttQ103-GFP aggregates, Acumen cytometry, 40 h | Potency, µM (series often up to 46.1 µM), inactives show at the top dose activity change, negative = inhibition, most hits filed as inhibitors | AID 1688 | 220,000 tested, 1.1% active; also: % is scaled to controls: 0 for no effect and ±100 for the full control effect; nearly all actives have a fitted effect of over 60% in size
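Huntingtin Q103 exon 1–GFP aggregates in induced PC12 cells (100 nM tebufenozide) were quantified by cytometry from lysates, with compounds dosed in titration.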
IMPase Li inh: membrane-permeable IMPase blocker, potentiated with lithium; CHO-M1 cells, IP1 TR-FRET (IP-One), carbachol + lithium; Potency, µM (series often up to 59.4 µM), for inactives: top-dose activity, negative = IMPase inhibition, usual class: inhibitors; 210,000 tested, 0.35% active;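 also: IP1 builds up when IMPase is blocked and the TR-FRET signal falls; plate controls were basal vehicle for no effect and high inhibitor control for full effect; nearly all actives have a fitted effect of over 50% in size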
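Lithium-sensitised IP1 accumulation assay; M1-expressing CHO cells treated 30 min at 37C with compound. Competitive antibody detection by time-resolved FRET followed a 10 min room-temperature lysis step.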
GAA glycogen: inhibitors or activators of human alpha-glucosidase glycogen cleavage; recombinant GAA, glycogen substrate, Amplex Red glucose oxidase fluorescence; AID 2100; P10253; Potency, µM (titrated, usually from 76.4 µM), without a hit: at the highest dose activity change, negative = inhibition, hits mostly inhibitors; 300,000 tested, 0.38% active;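 also: 0% = full enzyme reaction and -100% = no-enzyme basal signal; the screen sought inhibitors and activators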
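Natural-substrate format: glycogen cleavage by 4 nM human enzyme, glucose read by Amplex Red coupling (Ex 573, Em 610 nm). Normalized to enzyme and no-enzyme controls.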
* marks the source's active call; other numbers are inactive results; [ ] = remark or other dose. Unless noted, calls follow the shape of the dose curve; as a rule, active = well fitted curve in the direction sought with a large enough effect; inconclusive = small, poorly fitted or top-dose-only effect, or another doubt; inactive = no such curve, though single readings can be large; an effect the other way counts as inactive or inconclusive. Potency is read from the fitted curve at half-maximal effect. Only part of the results is shown; rates above refer to the full screens.

`C/C(=N\N(Cc1ccccc1)c1ccccc1)c1cccnc1` gave RGS12 GoLoco inh 5.4%, aGlu spleen mod 2.6%, GAA inh 1.8%, HTT cytoprotect 17.6%[10 µM], HttQ103 aggreg 4.1%, IMPase Li inh 26.1% and GAA glycogen inconclusive.
For COc1ccccc1OCc1nnc(SCC(=O)NCc2ccco2)n1-c1ccccc1 the results were RGS12 GoLoco inh -4.7%, aGlu spleen mod 4.8%, GAA inh -3.0%, HTT cytoprotect -13.5%[10 µM], HttQ103 aggreg 1.0%, IMPase Li inh -8.7% and GAA glycogen -0.2%.
`N#Cc1c(NC(=O)C2CC(c3c(F)cccc3Cl)=NO2)sc2c1CCC2` (stereo not drawn) gave RGS12 GoLoco inh 4.0%, aGlu spleen mod -2.9%, GAA inh 0.3%, HTT cytoprotect 3.5%[10 µM], HttQ103 aggreg -18.8%, IMPase Li inh 6.9% and GAA glycogen -11.4%.
Cc1cc(=O)n2nc(N3CCCC(C(=O)NCCc4ccccc4)C3)sc2n1 (stereo not drawn) was read as RGS12 GoLoco inh 5.4%, aGlu spleen mod -3.3%, GAA inh -1.7%, HTT cytoprotect -6.3%, HttQ103 aggreg -8.5%, IMPase Li inh 7.5%[38.3 µM] and GAA glycogen -1.0%.
`CN(C)CCCN(C(=O)CCOc1ccccc1)c1nc2c(F)cccc2s1` gave RGS12 GoLoco inh -14.0%, aGlu spleen mod -7.4%, GAA inh 3.2%, HTT cytoprotect -176.2%[inhibitor], HttQ103 aggreg 12.6µM*, IMPase Li inh -0.9% and GAA glycogen -15.8%.
Cc1ccc(-n2ncc3c(NCC4CCCO4)ncnc32)c(C)c1 (stereo not drawn) was read as RGS12 GoLoco inh -1.5%, aGlu spleen mod -1.4%, GAA inh -1.3%, HTT cytoprotect 3.7%, HttQ103 aggreg -23.5%, IMPase Li inh 26.7%[38.3 µM] and GAA glycogen 3.4%.
For COc1ccc(-n2c(=S)[nH]c3cc(C(=O)Nc4ccccc4OC)ccc3c2=O)cc1 the results were RGS12 GoLoco inh -18.1%, aGlu spleen mod -5.7%, GAA inh 1.4%, HTT cytoprotect -22.1%[10 µM], HttQ103 aggreg 7.9%, IMPase Li inh 2.5% and GAA glycogen 6.5%.
For CC(=O)NC(CCS(C)(=O)=O)C(=O)N1CCc2ccccc21 (stereo not drawn) the results were RGS12 GoLoco inh -3.4%, aGlu spleen mod 1.6%, GAA inh -2.8%, HTT cytoprotect 8.4%[1.9 µM], HttQ103 aggreg -14.4%, IMPase Li inh 19.0%[38.3 µM] and GAA glycogen 0.8%.
For COc1ccc(-c2csc(N3N=C(C)C(C)C3=O)n2)cc1 (stereo not drawn) the results were RGS12 GoLoco inh -4.3%, GAA inh 2.4%, HTT cytoprotect -128.4%[inhibitor], HttQ103 aggreg -25.6%, IMPase Li inh 0.1% and GAA glycogen inconclusive.
Screening CCOC(=O)c1cnc2c(-c3cccc(Br)c3)cnn2c1C returned aGlu spleen mod -9.2%, GAA inh 1.1%, HTT cytoprotect 1.2%[10 µM], HttQ103 aggreg -0.7% and GAA glycogen 3.6%.

Structures listed so far that have a halogen (3):
`N#Cc1c(NC(=O)C2CC(c3c(F)cccc3Cl)=NO2)sc2c1CCC2` (stereo not drawn) gave RGS12 GoLoco inh 4.0%, aGlu spleen mod -2.9%, GAA inh 0.3%, HTT cytoprotect 3.5%[10 µM], HttQ103 aggreg -18.8%, IMPase Li inh 6.9% and GAA glycogen -11.4%.
`CN(C)CCCN(C(=O)CCOc1ccccc1)c1nc2c(F)cccc2s1` gave RGS12 GoLoco inh -14.0%, aGlu spleen mod -7.4%, GAA inh 3.2%, HTT cytoprotect -176.2%[inhibitor], HttQ103 aggreg 12.6µM*, IMPase Li inh -0.9% and GAA glycogen -15.8%.
Screening CCOC(=O)c1cnc2c(-c3cccc(Br)c3)cnn2c1C returned aGlu spleen mod -9.2%, GAA inh 1.1%, HTT cytoprotect 1.2%[10 µM], HttQ103 aggreg -0.7% and GAA glycogen 3.6%.

More records
`Cc1ccccc1-n1ncc2c(SCC(=O)NCc3cccs3)ncnc21` gave RGS12 GoLoco inh 13.6%, aGlu spleen mod 2.0%, GAA inh inconclusive, HTT cytoprotect -12.6%, HttQ103 aggreg inconclusive, IMPase Li inh 9.0%[38.3 µM] and GAA glycogen 1.3%.
`CC(C)(C)[Si](C)(C)c1c2c(nc3ccc(OCc4ccccc4)cc13)-c1cccc(=O)n1C2` gave RGS12 GoLoco inh -19.2%, aGlu spleen mod 1.7%, HTT cytoprotect -6.6% and IMPase Li inh -18.7%.
COc1ccc(-n2c(NN)nc3sc4c(c3c2=O)CCCC4)cc1 was read as RGS12 GoLoco inh 7.6%, aGlu spleen mod -0.7%, GAA inh inconclusive, HttQ103 aggreg -19.4%, IMPase Li inh 3.3% and GAA glycogen -3.9%.
Screening CCN(CC)S(=O)(=O)c1cccc(-c2nnc(SCC(=O)N3CCC(C(=O)O)CC3)n2N)c1 returned RGS12 GoLoco inh 4.7%, aGlu spleen mod -0.4%, GAA inh 5.7%, HTT cytoprotect 26.3%, HttQ103 aggreg 2.7%, IMPase Li inh -0.2% and GAA glycogen -5.2%.
For CCc1nnc(NC(=O)CSc2nc(-c3ccccc3)c(-c3ccccc3)o2)s1 the results were RGS12 GoLoco inh -0.6%, aGlu spleen mod -5.1%, GAA inh -2.2%, HTT cytoprotect 6.0%[10 µM], HttQ103 aggreg 23.2%, IMPase Li inh -1.8% and GAA glycogen -6.4%.
`COC(=O)Nc1nnc(Cc2ccccc2)s1` gave RGS12 GoLoco inh -0.8%, aGlu spleen mod 4.7%, GAA inh 4.3%, HTT cytoprotect -5.6%[10 µM], HttQ103 aggreg -10.7%, IMPase Li inh 14.4%[38.3 µM] and GAA glycogen 1.2%.
`COc1ccc2c(c1)CCN=C2Cc1ccc(OC)c(OC)c1` gave RGS12 GoLoco inh 14.6%, aGlu spleen mod 0.8%, GAA inh 2.2%, HTT cytoprotect -10.4%[0.074 µM], HttQ103 aggreg -24.1%, IMPase Li inh 8.8% and GAA glycogen -1.7%.
For Cc1ccc(-c2csc3ncnc(-n4nnc5ccccc54)c23)cc1C the results were RGS12 GoLoco inh 9.4%, aGlu spleen mod 2.3%, GAA inh 7.4%, HttQ103 aggreg 6.0%, IMPase Li inh 6.2% and GAA glycogen 3.8%.
For CCN(CC)c1ccc(N=Cc2c(C)[nH]c3ccccc23)cc1 the results were RGS12 GoLoco inh 31.2%[activator], aGlu spleen mod 2.3%, GAA inh 3.5%, HttQ103 aggreg 11.2µM*, IMPase Li inh 12.3% and GAA glycogen -0.9%.
Screening O=C(N1CCOCC1)C1(c2ccccc2)CCCCC1 returned RGS12 GoLoco inh 1.1%, aGlu spleen mod 5.6%, GAA inh -2.9%, HTT cytoprotect 31.4%, HttQ103 aggreg -7.2%, IMPase Li inh 6.1%[38.3 µM] and GAA glycogen 6.5%.
For O=C(CC1NC(=O)NC1=O)NC1(C(=O)NC2CCCCC2)CCCCC1 (stereo not drawn) the results were aGlu spleen mod 5.9%, GAA inh 10.7%, HTT cytoprotect -32.8%, HttQ103 aggreg -4.6% and GAA glycogen 4.0%.
Screening CC(C)(C)NC(=O)C(=O)NNC(=O)c1ccccc1Br returned RGS12 GoLoco inh 4.3%, aGlu spleen mod 3.7%, GAA inh 7.8%, HTT cytoprotect 8.2%[10 µM], HttQ103 aggreg 6.6%[9.22 µM], IMPase Li inh 2.6% and GAA glycogen -11.1%.
For COc1ccc2nc(NCN3C(=O)c4ccccc4C3=O)sc2c1 the results were RGS12 GoLoco inh 4.2%[14.2 µM], HTT cytoprotect -6.6%[10 µM] and IMPase Li inh -5.5%.
Screening Cc1ccc(S(=O)(=O)NC(=O)Nc2ccc(Cl)cn2)cc1 returned RGS12 GoLoco inh -4.8%, aGlu spleen mod -5.6%, GAA inh -5.2%, HTT cytoprotect -12.9%[10 µM], HttQ103 aggreg 0.4%, IMPase Li inh -11.1%[38.3 µM] and GAA glycogen -1.6%.
COc1ccc(NC(=O)CSc2nnc3c4c(nc(-c5ccccc5)n23)CC(C)(C)OC4)cc1 was read as RGS12 GoLoco inh -2.5%, aGlu spleen mod 1.4%, GAA inh 6.7%, HttQ103 aggreg 22.1%, IMPase Li inh -0.2% and GAA glycogen -1.5%.
For N/C(=N\OC(=O)CCCN1C(=O)c2ccccc2C1=O)c1ccc(Cl)cc1 the results were RGS12 GoLoco inh 6.6%, aGlu spleen mod -0.5%, GAA inh -3.4%, HTT cytoprotect 0.2%, HttQ103 aggreg -9.7%, IMPase Li inh 15.0%[38.3 µM] and GAA glycogen 2.0%.
Screening Cc1ccc(Cl)cc1N1CCN(C(=O)C2CCCN(S(=O)(=O)c3cnc[nH]3)C2)CC1 (stereo not drawn) returned RGS12 GoLoco inh 11.4%, aGlu spleen mod -9.8%, GAA inh -5.9%, HTT cytoprotect 9.8%, HttQ103 aggreg 3.2%, IMPase Li inh -0.7% and GAA glycogen -2.6%.
`CC(C)OC(=O)c1cc2c(ccn2C)n1CC(=O)N1CCC(Cc2ccccc2)CC1` gave RGS12 GoLoco inh -8.4%, aGlu spleen mod -8.0%, GAA inh 3.1%, HTT cytoprotect -36.0%, HttQ103 aggreg -9.8%, IMPase Li inh -0.4%[38.3 µM] and GAA glycogen -7.9%.
Screening CN(C)S(=O)(=O)c1ccc(NC(=O)c2cccnc2)cc1 returned RGS12 GoLoco inh 24.6%, aGlu spleen mod -0.9%, GAA inh -24.2%, HTT cytoprotect 16.1%, HttQ103 aggreg 6.9%[9.22 µM], IMPase Li inh 22.2%[38.3 µM] and GAA glycogen 3.9%.
Screening CCN(CC(=O)NCc1cccs1)C(=O)c1ccc(S(=O)(=O)N(C)C)cc1 returned RGS12 GoLoco inh -5.1%, aGlu spleen mod 8.0%, GAA inh -4.2%, HTT cytoprotect -30.6%[inhibitor], HttQ103 aggreg -1.2%, IMPase Li inh -2.0% and GAA glycogen 3.8%.
CC1CCN(CC(=O)Nc2ccccc2C(=O)c2ccccc2)CC1 was read as RGS12 GoLoco inh 2.4%, aGlu spleen mod 0.9%, GAA inh -8.7%, HTT cytoprotect -7.0%[10 µM], HttQ103 aggreg -17.6%[9.22 µM], IMPase Li inh 8.6% and GAA glycogen 1.7%.
Cc1ccccc1NC(=O)CSC(N)=O was read as RGS12 GoLoco inh 1.8%, aGlu spleen mod -0.9%, GAA inh 1.2%, HTT cytoprotect -2.5%[10 µM], HttQ103 aggreg 4.1%, IMPase Li inh -2.4% and GAA glycogen -5.8%.
